Screens: PubChem, Johns Hopkins Ion Channel Center
CHT allo act: allosterically activates the human high affinity choline transporter; Q9GZV3; hit rate 0.49% among 310,000; CHT-expressing cells, membrane potential dye, choline EC20; stronger effect = higher value; LV-AA mutant CHT in HEK293 cells; B-score at 10 µM;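 active means initial fluorescence not abnormally high and integrated response B-score, plate-corrected, over 3 SD above library mean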
Target sequence (Q9GZV3 whole entry, looked up): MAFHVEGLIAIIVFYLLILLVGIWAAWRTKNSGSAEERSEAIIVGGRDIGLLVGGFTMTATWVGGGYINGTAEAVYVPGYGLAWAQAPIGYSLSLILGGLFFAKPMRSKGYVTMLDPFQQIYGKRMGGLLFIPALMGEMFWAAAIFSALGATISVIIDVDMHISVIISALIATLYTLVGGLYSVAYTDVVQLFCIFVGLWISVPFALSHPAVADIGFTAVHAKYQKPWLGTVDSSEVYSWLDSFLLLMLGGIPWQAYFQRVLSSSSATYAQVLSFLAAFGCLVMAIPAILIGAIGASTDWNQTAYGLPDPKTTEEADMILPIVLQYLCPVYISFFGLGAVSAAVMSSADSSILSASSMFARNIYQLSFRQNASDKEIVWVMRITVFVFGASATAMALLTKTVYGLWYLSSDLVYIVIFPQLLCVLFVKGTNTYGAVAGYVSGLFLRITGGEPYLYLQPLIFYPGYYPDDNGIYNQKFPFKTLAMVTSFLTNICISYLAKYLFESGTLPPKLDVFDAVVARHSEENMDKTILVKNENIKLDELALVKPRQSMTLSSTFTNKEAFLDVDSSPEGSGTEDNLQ
CHT inh: human CHT choline transport inhibition; Q9GZV3; CHT-expressing cells, membrane potential dye, choline response; stronger effect = lower value; B-score at 10 µM; hit rate 0.86% among 310,000; AID 488975;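 active means B-score over 3 SD under the library average, and starting fluorescence ratio not unusually high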;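 further: choline stimulus applied at its EC90 after an EC20 pre-addition; B-score computed on integrated fluorescence ratio after choline addition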
Calls only; i = inactive.

compound	CHT allo act	CHT inh
O=C1NC(=O)c2cc(Oc3ccc([N+](=O)[O-])cc3)ccc21	i	i
Cc1ccc(S(=O)(=O)N2CCOCC2)cc1NC(=O)COC(=O)c1ccc(OCc2c(C)noc2C)cc1	i	i
O=C1/C(=C/c2ccc(F)cc2)SC(=S)N1N1CCOCC1	i	i
COc1c(O)ccc2c1CN1CCc3cc4c(cc3C1C2)OCO4 (centres undefined)	i	i
COc1ccc(S(=O)(=O)NCc2ccc(C(=O)NCc3cccnc3)cc2)cc1	i	i
COc1ccc(OCc2nnc(SC(C)C(=O)Nc3nccs3)n2-c2ccccc2)cc1 (centres undefined)	i	i
CCOC(=O)C1=C(C)NC(=O)NC1c1ccccc1OCc1c(F)cccc1Cl (centres undefined)	i	i
Cc1ccc(CCNS(=O)(=O)c2cc3c(cc2Cl)NC(=O)CO3)cc1	i	i
O=C(NC(=S)NNS(=O)(=O)c1ccc(Cl)cc1)c1cccnc1	i	i
Cc1nc2sc(-c3ccccc3)cc2c(=O)[nH]1	i	i
COc1cc(NC(=O)c2ccc(N3CC4CC(C3)c3cccc(=O)n3C4)c(NC(=O)c3ccncc3)c2)cc(OC)c1OC (centres undefined)	i	i
O=C(Nc1ccc(Cl)cc1)N1CCOC12CCCCC2	i	i
Cc1ccc(C(=O)C2=C(O)C(=O)N(CCCn3ccnc3)C2c2ccc(OC(C)C)cc2)o1 (centres undefined)	i	i
CN(C(=O)c1ccco1)c1ccccc1C(=O)O	i	i
COc1ccc2cc(C(=O)N/N=C/c3cc(OC)c(OC)c(OC)c3)[nH]c2c1	i	i
CCCNC(=O)COC(=O)c1ccccc1C(=O)N(C)C1CCCCC1	i	i
COc1ccc(NC(=O)CSc2nc(SC)ns2)cc1	i	i
CC(C)OCCCn1c(SCC(=O)Nc2ccccc2C(F)(F)F)nc2nccnc2c1=O	i	i
Cc1cc(C)nc(SCC(=O)N(C)C)n1	i	i
Cc1cccc(-n2ccnc2SCC(=O)Nc2nnc(C)s2)c1	i	i
Cc1ccc(S(=O)(=O)NCC(=O)OCC(=O)N2CCc3ccccc32)cc1	i	i
Cc1cc(C)cc(N(CC(=O)Nc2cc(C)ccc2C)S(=O)(=O)c2c(C)[nH]c(=O)[nH]c2=O)c1	i	i
CCc1c(O)nc(SCC(=O)Nc2ccccc2)n(C(C)CC)c1=O (centres undefined)	i	i
O=S(=O)(c1ccc(-c2ccccc2)cc1)N1CCCC1	i	i
CCOCC(=O)Nc1cc(C(=O)OC)cc(C(=O)OC)c1	i	i
COc1ccc(/C=N/Nc2nc(Nc3ccccc3)nc(N3CCCC3)n2)cc1	i	i
COc1ccc(CCN=Cc2ccc(O)cc2)cc1OC	i	i
Oc1ccc(/C=N/Nc2cc(N3CCCC3)nc(N3CCCC3)n2)cc1	i	i
Cn1cc(C(=O)c2ccc(Cl)cc2Cl)cc1C(=O)N/N=C(\N)COc1ccc(Cl)cc1	i	i
Cc1cccc2c1N(CCOc1ccccc1)C(=O)C2=O	i	i
CCC(C)NC(=O)C1CCN(S(=O)(=O)c2ccc3nc4c(c(C(=O)O)c3c2)CCCCC4)CC1 (centres undefined)	i	i
COc1cc(NC(=O)C2CC2)c(OC)cc1NC(=O)c1ccco1	i	i
COc1cc2[nH]c(=O)n(CCC(=O)N3CC=C(c4ccccc4)CC3)c(=O)c2cc1OC	i	i
Cc1ccc(NS(=O)(=O)c2cccc(C(=O)NCCCn3ccnc3)c2)cc1	i	i
Cc1noc(C)c1COc1ccc(C(=O)OCC(=O)OC(C)(C)C)cc1	i	i
O=[N+]([O-])c1ccc(/C=N/n2c(COc3ccccc3)n[nH]c2=S)cc1	i	i
COC(=O)c1ccc(C(=S)NCC2(N(C)C)CCCCC2)cc1	i	i
CC1CCN(S(=O)(=O)c2ccc3c(c2)oc(=O)n3CC(=O)NCc2ccc3c(c2)OCO3)CC1	i	i
Oc1ccccc1N=Cc1ccc[nH]1	i	i
CC(C)Cc1nn2c(=O)cc(O)nc2s1	i	i
CCCSc1nnc(NC(=O)c2sc3nc(-c4cccs4)ccc3c2N)s1	i	i
O=C(Nc1ccc2c(c1)OCCO2)c1c(F)cccc1F	i	i
CCCCn1c(SCc2ccc(C(=O)OC)o2)nc2cc(S(N)(=O)=O)ccc21	i	i
COc1ccc(C(O)P(=O)(OC(C)C)OC(C)C)cc1OC (centres undefined)	i	i
O=C1CC(c2cccs2)CC2=C1C(c1ccccc1)n1ncnc1N2 (centres undefined)	i	i
COC(=O)N/N=C/c1cc(Cl)cc(Cl)c1OCc1ccccc1	i	i
C#CCn1c(-c2ccccc2)ccc(C#N)c1=O	i	i
COc1ccc(CNCC(O)(c2ccccc2)c2ccc(F)cc2)cc1 (centres undefined)	i	i
O=C(c1cc(COc2c(F)cccc2F)on1)N1CCC(c2ccncc2)CC1	i	i
O=C(O)CCS(=O)(=O)c1ccccc1Cl	i	i
CCc1cccc(CC)c1NC(=O)CN1CC(C)SC1=NC1CCCCC1 (centres undefined)	i	i
CCOCCOc1nc2c(c(=O)n(C)c(=O)n2C)n1CCc1ccccc1	i	i
CC(/C=N\Nc1nnc2c(n1)[nH]c1c(C)cccc12)=C\c1ccco1	i	i
COc1ccccc1C1C(C(N)=O)=C(C)Nc2nc(CCCO)nn21 (centres undefined)	i	i
CCOC(=O)c1cnc2sccn2c1=O	i	i
O=C(O)CNc1nc(Cl)ccc1[N+](=O)[O-]	i	i
COc1ccc(NC(=O)c2cc(N3C(=O)C4C5CCC(C5)C4C3=O)ccc2Cl)c(OC)c1 (centres undefined)	i	i
Cn1c(=O)n(CC(=O)NCc2cccnc2)c2ccccc21	i	i
COc1ccc(NC(=O)CSCC(=O)OCc2cccc(OC)c2OC)cc1	i	i
CCOC(=O)C1CCN(C(=O)Nc2ccc(Cl)cc2)CC1	i	i

Next part; it opens with the 3 that closed the last part.
Order of results: CHT allo act	CHT inh
- Cn1c(=O)n(CC(=O)NCc2cccnc2)c2ccccc21
  i	i
- COc1ccc(NC(=O)CSCC(=O)OCc2cccc(OC)c2OC)cc1
  i	i
- CCOC(=O)C1CCN(C(=O)Nc2ccc(Cl)cc2)CC1
  i	i
- COc1ccc([C@H]2/C=C\CN(C(=O)c3ccccc3)[C@@H](C)C(=O)N2Cc2ccc(F)cc2)cc1
  i	i
- CCc1ccc(C(=O)CN2C(=O)NC(C)(c3ccc(C)cc3)C2=O)cc1 (centres undefined)
  i	i
- CO/N=C(/CN1CCCCC1)c1ccc(Cl)cc1
  i	i
- CC(C)Cc1ccc(CN2CCCC(NC(=O)c3cnc4ccccn4c3=O)C2)cc1 (centres undefined)
  i	i
- COC(/C(=N/O)c1ccc(Cl)cc1)c1ccccc1 (centres undefined)
  i	i
- Cc1ccnc(NC(=O)CCC(=O)N(CC(=O)NCCc2ccccc2)Cc2cccs2)c1
  i	i
- CCCc1cc(C(=O)Cc2ccc(C(=O)OCC)o2)c(O)cc1O
  i	i
- O=C(Cn1cc2c(n1)CCCC2)NC1CCN(Cc2ccccc2)CC1
  i	i
- Cc1ccc(/C=C/C(=O)O)cc1S(=O)(=O)NCc1ccco1
  i	i
- COc1cc(/C=C2\Oc3cc(O)ccc3C2=O)ccc1O
  i	i
- COc1cccc(/C=C2\Oc3cc(OCC(=O)N4Cc5ccccc5C[C@H]4C(=O)O)ccc3C2=O)c1
  i	i
- O=C(Nc1nccs1)c1cc2sccc2n1Cc1ccc(F)cc1
  i	i
- Cc1ccc(C(C)NC(=O)c2cc3ccccc3oc2=O)cc1C (centres undefined)
  i	i
- Cc1cc(C)cc(Oc2coc3cc(OC(=O)c4cccnc4)ccc3c2=O)c1
  i	i
- c1ccc(N2CCN(Cc3nnnn3C3CCCCC3)CC2)cc1
  i	i
- CCC(C)NC(=O)CSc1c2c(nc3ccccc13)CCCC2 (centres undefined)
  i	i
- COc1ccc(C2C(C(C)=O)=C(C)N=c3s/c(=C\c4cc(C)n(C)c4C)c(=O)n32)c(OC)c1 (centres undefined)
  i	i
- COc1cc2c(cc1OC)C1C/C(=N\O)C(CC(C)C)CN1CC2 (centres undefined)
  i	i
- COc1ccc(S(=O)(=O)N2CCCN(CC(=O)Nc3ccc4c(c3)OCO4)CC2)cc1
  i	i
- CC(NC(=O)CCNS(=O)(=O)c1ccccc1)c1ccccc1 (centres undefined)
  i	i
- COc1ccc(/C(O)=C/Sc2nnc(Cc3ccccc3)o2)cc1
  i	i
- CCOC(=O)N1CCN(Cc2nc(N)nc(Nc3ccc(C)cc3C)n2)CC1
  i	i
- CC(=O)NCc1ccc(C(=O)CCl)cc1
  i	i
- O=C(Cn1c(=O)cnc2ccccc21)Nc1ccccc1N1CCOCC1
  i	i
- O=c1cc(N2CCN(Cc3ccccc3)CC2)c(-c2ccccc2)n[nH]1
  i	i
- CC(=O)c1ccc(OCCCCOc2ccc(C(C)=O)cc2)cc1
  i	i
- C=C(C)[C@H]1CC=C(C)/C(=N/NC(=O)CNc2ccccc2OC)C1
  i	i
- O=C(NCc1ccccn1)c1cccn1-c1ncc(C(F)(F)F)cc1Cl
  i	i
- COc1cccc(-c2cc(C(F)(F)F)nc(NCc3ccco3)n2)c1
  i	i
- CS/C(=C\C(=O)c1ccco1)Nc1ccccc1Cl
  i	i
- COc1ccc(C(=O)C2CCN(CC(=O)Nc3ccc(OC)cc3OC)CC2)cc1
  i	i
- Nc1ncccc1OCc1cccc(C(F)(F)F)c1
  i	i
- CC(C)CNC(=O)CCCSc1nc2ccccc2[nH]1
  i	i
- Cc1c(OC(C)C(=O)NCCN2CCOCC2)ccc2c(-c3ccccc3)cc(=O)oc12 (centres undefined)
  i	i
- CN1CCN(NC(=O)c2ccc(COc3ccccc3Br)o2)CC1
  i	i
- CCOc1ccc(NS(=O)(=O)c2ccc3c(c2)CCN3C(=O)C2CCC2)cc1
  i	i
- CCOC(=O)N1CCN(C(=O)CN(Cc2ccc(Cl)cc2)S(=O)(=O)c2ccccc2)CC1
  i	i
- O=C(N/N=C/c1ccc(O)cc1O)NC12CC3CC(CC(C3)C1)C2
  i	i
- O=C(NCC(=O)N1CCCCC1)c1ccc(Br)o1
  i	i
- CN(CCCC(=O)Nc1ccncc1)S(=O)(=O)c1ccc(Cl)cc1
  i	i
- CCN(CC)c1ccc(/C=C/c2nc3ccccc3s2)cc1
  i	i
- NS(=O)(=O)c1ccc(OC(=O)CNC(=O)OCc2ccccc2)cc1
  i	i
- Cc1cccc(CN2CCN(C(=O)c3ccccc3F)CC2)c1
  i	i
- O=C(CSc1nnc(NC(=O)C2CC2)s1)Nc1cccc(F)c1
  i	i
- COc1ccc(CC(=O)Nc2cc(Cl)ccc2C(=O)O)cc1
  i	i
- CN(CC(=O)Nc1ccc(C#N)cc1)CC(=O)Nc1ccc(N2CCOCC2)cc1
  i	i
- CCN(CC)S(=O)(=O)c1ccc(O)c(NC(=O)c2ccc(N3CCOCC3)c([N+](=O)[O-])c2)c1
  i	i
- CCCOc1ccc(C(O)(CCC)CCN2CCCCC2)cc1 (centres undefined)
  i	i
- COc1ccc2c(COC(=O)CNC(=O)C34CC5CC(CC(C5)C3)C4)cc(=O)oc2c1
  i	i
- O=C(NCc1ccc(F)cc1)C1CCCN(C(=O)Nc2ccc(F)cc2)C1 (centres undefined)
  i	i
- Cc1cccc(C)c1NC(=O)CSc1nnc(-c2ccncc2)n1Cc1ccco1
  i	i
- COc1ccc(OC)c(NC(=O)Nc2ccccc2C)c1
  i	i
- O=S1(=O)CCC(NS(=O)(=O)/C=C/c2ccccc2)C1 (centres undefined)
  i	i
- CCCCc1cc(=O)oc2c(CN3CCCC3)c(O)ccc12
  i	i
- Cc1ccc(C)c(C(=O)CSc2n[nH]c(C)n2)c1
  i	i
- O=C(NCC1CCCO1)c1csc(Nc2cccc3ccccc23)n1 (centres undefined)
  i	i
- O=C(Nc1cccc2ccccc12)N1CCN(Cc2ccccc2)CC1
  i	i
- COc1ccc2[nH]cc(CCNC(=O)c3ccccc3Cl)c2c1
  i	i
- Cn1cccc1Cc1nnc(SCC(=O)NCc2ccccc2)n1-c1ccc(F)cc1
  i	i
- CCc1cc(CC)c(/C=N/NC(N)=O)c(CC)c1
  i	i

6 entries drawn at random from the list so far, as already listed:
Order of results: CHT allo act	CHT inh
- CCc1cc(CC)c(/C=N/NC(N)=O)c(CC)c1
  i	i
- NS(=O)(=O)c1ccc(OC(=O)CNC(=O)OCc2ccccc2)cc1
  i	i
- CCCCc1cc(=O)oc2c(CN3CCCC3)c(O)ccc12
  i	i
- CCN(CC)c1ccc(/C=C/c2nc3ccccc3s2)cc1
  i	i
- CN(CCCC(=O)Nc1ccncc1)S(=O)(=O)c1ccc(Cl)cc1
  i	i
- O=C(NCC1CCCO1)c1csc(Nc2cccc3ccccc23)n1 (centres undefined)
  i	i

Further structures:
Order of results: CHT allo act	CHT inh
- NC(=O)c1ccc(Oc2ccc(C(N)=O)cc2)cc1
  i	i
- CC(C)CCNc1nc2c(cc1C#N)COC(C)(C)C2
  i	i
- OC(COc1ccc2ccccc2c1)CN1CCN(c2ccc(F)cc2)CC1 (centres undefined)
  i	i
- O=C(Nc1nnc(C(F)(F)F)s1)c1c(F)cccc1F
  i	i
- CCOCCCN(C(=O)c1snc(C(N)=O)c1N)C(C(=O)NC1CCCC1)c1ccc(O)cc1 (centres undefined)
  i	i
- CCN(c1ccccc1)S(=O)(=O)c1cccc(C(=O)N2CCN(S(=O)(=O)c3ccccc3)CC2)c1
  i	i
- O=C(O[C@@H]1OC2COC(=O)c3cc(O)c(O)c(O)c3-c3c(cc(O)c(O)c3O)C(=O)O[C@@H]([C@H]1O)[C@@H]2O)c1cc(O)c(O)c(O)c1
  i	i
- S=c1nc(-c2cccc(Cl)c2)[nH][nH]1
  i	i
- COc1ccccc1C(=O)Nc1ccc2c(c1)n(C)c(=O)n2C
  i	i
- Cc1cccc(C)c1NC(=S)Nc1ccccc1C(=O)NCc1ccco1
  i	i
